Screens as filed in PubChem.
IL2 activator = activates IL-2 in a cell-based reporter assay | activation, % (series mostly up to about 46 µM) | AID 652025 | 0.065% of 360,000 active | IL-2 activation reporter assay, cell-based qHTS; stimulated with anti-CD3/CD4/CD28 beads; in transgenic mouse T cells; in the data active = activation above about 50%; inconclusive = mostly about 30% to 49%; also: 0% is about no effect
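EGFP and DsRed fluorescence is measured by plate cytometry in unstimulated transgenic mouse T cells exposed to compound for 60 minutes, then stimulated 18 hours at 37 degrees C with anti-CD3/anti-CD4 beads plus anti-CD28.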
GLP1R inv ag = inverse agonists of human GLP-1 receptor | 1.6% of 410,000 active | HEK293 GLP-1R CRE-luciferase, luminescence, 24 h; GLP-1R form is constitutively active | P43220 | Potency, µM (highest dose often 38.3 µM), without a hit: at the top dose activity change, negative = inhibition, most hits filed as inhibitors; also: potency is read from the fitted curve at half-maximal effect; % is scaled to controls: 0 for no effect and ±100 for the full control effect; nearly all actives have a fitted effect of over 55% in size
Target sequence (P43220 whole entry, looked up): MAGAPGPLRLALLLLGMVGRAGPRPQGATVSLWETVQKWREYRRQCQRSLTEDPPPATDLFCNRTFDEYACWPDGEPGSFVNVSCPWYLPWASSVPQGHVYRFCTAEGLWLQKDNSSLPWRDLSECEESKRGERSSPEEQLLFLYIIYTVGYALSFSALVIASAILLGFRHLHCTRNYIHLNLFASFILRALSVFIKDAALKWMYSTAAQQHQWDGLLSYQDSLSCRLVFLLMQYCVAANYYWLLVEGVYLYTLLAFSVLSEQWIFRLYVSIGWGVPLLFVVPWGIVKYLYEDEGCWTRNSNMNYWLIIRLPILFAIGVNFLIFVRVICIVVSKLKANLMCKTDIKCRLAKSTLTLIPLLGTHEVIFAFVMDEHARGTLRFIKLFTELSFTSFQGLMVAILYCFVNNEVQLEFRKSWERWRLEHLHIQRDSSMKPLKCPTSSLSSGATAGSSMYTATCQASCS
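Inverse agonists were sought by their lowering of basal cAMP reporter luciferase output in HEK293 cells stably carrying constitutively active human GLP-1R, after 24 h compound treatment.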
EPAC1 antag = blocks human EPAC1 exchange factor. Potency, µM (titrated, usually from 115 µM), for the others: top-dose activity change, negative = inhibition, actives largely listed as inhibitors. 0.14% of 360,000 active. EPAC1 GEF assay, Rap1b-BODIPY-GDP exchange fluorescence. O95398;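 also: potency is read from the fitted curve at half-maximal effect; plate controls were vehicle for no effect and positive control for full effect; nearly all actives have a fitted effect of over 50% in size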
PLK1 PBD block = PLK1 (human) polo-box domain binding inhibition; 2.8% of 360,000 active; Potency, µM, inactives show max response, negative = inhibition, actives largely listed as inhibitors; P53350; AID 720504; Plk1 PBD binding of FITC phosphopeptide, fluorescence polarization; also: potency is read from the fitted curve at half-maximal effect; series mostly up to about 57 µM; % is scaled to controls: 0 for no effect and ±100 for the full control effect; nearly all actives have a fitted effect of over 65% in size
PI5P4Ka inh = inhibitors of human PI5P4K alpha. AID 652105. PI5P4Kalpha enzyme, ADP-Glo luminescence, 60 min; stronger effect = lower value. max response, %. P48426. 1.2% of 330,000 active; active = max response of -50% or lower; inconclusive = between -30% and -50%; inactive = -30% or higher; also: value at the top dose of about 77 µM; % is scaled to controls: 0 for no effect and ±100 for the full control effect
Target sequence (P48426 whole entry, looked up): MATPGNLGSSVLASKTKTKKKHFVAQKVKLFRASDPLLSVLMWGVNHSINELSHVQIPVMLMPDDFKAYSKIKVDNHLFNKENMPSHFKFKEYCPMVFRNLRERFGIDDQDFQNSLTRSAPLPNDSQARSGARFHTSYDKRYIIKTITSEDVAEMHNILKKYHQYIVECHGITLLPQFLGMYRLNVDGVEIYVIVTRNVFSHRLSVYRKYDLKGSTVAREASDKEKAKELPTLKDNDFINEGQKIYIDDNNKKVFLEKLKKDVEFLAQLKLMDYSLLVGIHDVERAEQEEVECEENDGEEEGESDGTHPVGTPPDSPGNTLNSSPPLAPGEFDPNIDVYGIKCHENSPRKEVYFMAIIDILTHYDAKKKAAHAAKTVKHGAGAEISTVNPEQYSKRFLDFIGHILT
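ADP-Glo luminescence end-point after a 60 min room-temperature kinase reaction. PI5P4Kalpha and substrate in HEPES pH 7.4 buffer with EGTA, 0.1% CHAPS and 5% DMSO; ATP at 5 microM final.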
GLP1R cytotox = cytotoxic in the GLP-1 receptor inverse agonist counter-screen; HEK293 cAMP-luciferase reporter cells, luminescence, 24 h; Potency, µM (series often up to 38.3 µM), for inactives: at the highest dose activity change, negative = inhibition, most hits filed as inhibitors; 0.13% of 410,000 active;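 also: loss of luciferase light is scored as toxicity; potency is read from the fitted curve at half-maximal effect; % is scaled to controls: 0 for no effect and ±100 for the full control effect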
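Luminescence readout: signal drop marks cytotoxicity. Plated cells grew 12 h at 37 °C, 5% CO2, received 23 nL compound for 24 h, then got luciferase reagent, read after 12 min at RT.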
GLP1R ag = activates the human GLP-1 receptor; P43220; HEK293 GLP-1R CRE-luciferase, luminescence, 4-6 h; cells express a hypersensitive GLP-1R form; Potency, µM (highest dose often 45.6 µM), without a hit: at the top dose activation, actives largely listed as activators; 0.007% of 380,000 active; AID 624172; also: potency is read from the fitted curve at half-maximal effect; % of control where 0% means no effect
EPAC1 ag = agonists of human EPAC1; AID 720707; Potency, µM (titrated, usually from 154 µM), for the others: top-dose activation, usual class: activators; 0.073% of 360,000 active; EPAC1 agonist qHTS, biochemical assay; response scale: 100% = response to 6.5 mM cAMP; also: potency is read from the fitted curve at half-maximal effect; nearly all actives have a fitted effect of over 60% in size
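Normalized to 6.5 mM cAMP, activity reflects EPAC1-catalysed release of BODIPY-GDP from Rap1B, followed kinetically over 30 min at 480 nm excitation, 540 nm emission. Reaction contained 100 nM EPAC1, 250 nM Rap1B-BODIPY-GDP, 50 uM GDP.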
PTHR1 ag = agonists of human PTHR1 parathyroid hormone receptor. Q03431. HEK293 GP2 PTHR1 cells, GloSensor cAMP luminescence, 1 h. Potency, µM (top dose mostly 115 µM), inactives show top-dose activation, most hits filed as activators. 0.075% of 410,000 active. AID 743266; also: potency is read from the fitted curve at half-maximal effect; nearly all actives have a fitted effect of over 55% in size; some results filed as inactive show a strong effect at the top dose; inactives centre near -15; many of its hits are not listed in these tables
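HEK-293-derived GP2 cells expressing PTHR1 and a GloSensor cAMP reporter, 3,000/well, plated overnight, given luciferin plus IBMX (each 0.5 mM as added) for 1 h at 37 °C, then compound for 1 h at 37 °C. Luminescence was read after 15 min at room temperature.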
Active calls of the source: *; i = inactive; u = inconclusive; x = no result given; [ ] = remark or other dose. Unless noted, calls follow the shape of the dose curve; as a rule, active = well fitted curve in the direction sought with a large enough effect; inconclusive = small, poorly fitted or top-dose-only effect, or another doubt; inactive = no such curve, though single readings can be large; an effect the other way counts as inactive or inconclusive. A portion of the library; count on the stated rates, not on these rows.

SMILES	IL2 activator	GLP1R inv ag	EPAC1 antag	PLK1 PBD block	PI5P4Ka inh	GLP1R cytotox	GLP1R ag	EPAC1 ag	PTHR1 ag
COc1ccc(C(=O)Nc2sc(C)c(C)c2CN2CCOCC2)cc1	-0.2	6%	-6%	-8%	2	2%	17%	-3%	i
Cc1ccc(OCc2nnc(SCC(=O)N3C(C)CCCC3C)o2)cc1 (configuration not stated)	-3.2	u	6%	-1%	3	9%	10%	-8%	-15%
Cc1ccc(C(=O)N2CCN(S(=O)(=O)c3cc(Br)ccc3Br)CC2)o1	1.7	-16%	-17%	-9%	1	-4%	13%	-10%	i
CC(=O)CC[C@@H](C)O[C@@H]1OC(C)[C@H](O)CC1O (some centres not stated)	0.1	29%	-15%	-13%	-3	3%	0%	-6%	16%
CC(C)CCOc1cccc(OCC(=O)N(C)C2CCS(=O)(=O)C2)c1 (configuration not stated)	-1.1	4%	-2%	-7%	x	15%	12%	1%	17%
Cc1cc(OCCn2nc(C(=O)O)c3ccccc3c2=O)ccc1C(C)C	-0.3	u	-20%	2%	0	-18%	24%	-15%	-38%[inhibitor]
O=C(c1cn(-c2ccccc2)nc1-c1cccs1)N1CCN(c2ccc(F)cc2)CC1	0.5	u	-16%	-4%	6	-11%	-6%	19%	i
CCC(C)OC(=O)C1=C(C)NC2=C(C(=O)C(C(=O)OC)C(C)C2)C1c1ccc(N(C)C)cc1 (configuration not stated)	-3.3	0%	-13%	-10%	x	6%	0%	19%	-11%[57.5 µM]
COc1ccc(NC(=O)C(c2ccccn2)N(C(C)=O)c2ccc(C)cc2)cc1 (configuration not stated)	-2.8	1%	8%	-5%	0	7%	1%	-4%	i
CC(=O)Nc1ccc(/C=C2\Sc3ccccc3C2=O)cc1	0.1	10%	-17%	-2%	0	5%	0%	3%	-12%
N#CCc1ccc(NC(=O)c2cc(S(=O)(=O)N3CCOCC3)ccc2Cl)cc1	-0.2	-1%	3%	-2%	-8	2%	-1%	-21%	i
Cc1cc(=O)[nH]c(SCCOc2cccc(C(F)(F)F)c2)n1	-1.1	0%	-4%	-7%	x	2%	19%	-11%	-4%[57.5 µM]
COc1ccc(CCNC(=O)CSc2nc(-c3ccc(OC)c(OC)c3)ccc2C#N)cc1	0.7	32%[activator]	-25%	9%	6	17%	17%	-1%	i
COc1cc(/C=N/n2c(SC)nnc(C(C)(C)C)c2=O)ccc1O	-0.1	9%	-1%	-1%	-1	-2%	-6%	-7%	i
Cc1cc(C(=O)N2CC(C)CC(C)C2)n(-c2ccccc2)n1 (configuration not stated)	-0.5	u	13%	-5%	-5	2%	9%	-22%	-12%
O=C(Nc1ccc2c(c1)OCO2)c1ccc(CO)cc1	0.4	u	17%	-4%	-14	-3%	-9%	-13%	i
COc1ccc(OCC(O)CNC(=O)c2ccc(C)cc2)cc1 (configuration not stated)	-1.1	7%	18%	-3%	5	2%	8%	3%	-13%
Cc1c(O[C@@H]2O[C@H](CO)[C@@H](O)[C@H](O)[C@H]2O)c(CO)c(O[C@@H]2O[C@H](CO)[C@@H](O)[C@H](O)[C@H]2O)c2c1O[C@@H](c1ccccc1)C[C@@H]2O	1.8	9%	-1%	-11%	-8	-1%	-1%	-25%	-4%
CCOC(=O)c1cc(S(=O)(=O)Nc2cc(F)ccc2C)[nH]n1	x	12%	x	x	x	2%	-2%	x	i
Cc1nc(SCC(=O)N2CCN(c3ccccc3)CC2)n[nH]1	-0.5	-4%	-3%	u	-7	5%	4%	4%	i
Cc1ccccc1NC(=S)NC(NC(=O)N(C)C)C(Cl)(Cl)Cl (configuration not stated)	-0.2	-8%	0%	-14%	x	-15%	-9%	-1%	i
Cc1cccc(CC2CC(=O)N(C3CCCCC3)C2=O)c1 (configuration not stated)	-0.6	u	-2%	-3%	17	-3%	-1%	-15%	-17%
CCN(CC(=O)Nc1c(F)cccc1F)C(=O)C1Cc2ccccc2CN1S(=O)(=O)CC (configuration not stated)	-0.1	7%	9%	-4%	-7	9%	-6%	5%	i
COC(=O)c1ccc(C(=O)OC)c(=O)[nH]1	-2.8	4%	-16%	-10%	-2	-7%	-2%	-2%	i
O=S(O)OC1CS(=O)(=O)CC1c1ccccc1 (configuration not stated)	-3.0	11%	7%	-10%	-5	3%	0%	18%	-21%
Next results
SMILES	IL2 activator	GLP1R inv ag	EPAC1 antag	PLK1 PBD block	PI5P4Ka inh	GLP1R cytotox	GLP1R ag	EPAC1 ag	PTHR1 ag
O=C(NCc1ccccc1)c1onc(CS(=O)(=O)c2ccccn2)c1C(=O)NCc1ccccc1	0.2	-24%	0%	0%	-2	-9%	-10%	-6%	i
O=C(CNC1CCCC1)Nc1cc(Cl)ccc1[N+](=O)[O-]	-1.3	u	3%	0%	-2	-10%	14%	-6%	-17%
CC(C(=O)NC1CCCCC1)N1CCN(C)CC1 (configuration not stated)	-0.9	4%	-2%	30µM*	-1	1%	-1%	-5%	9%
O=C(COC(=O)c1cccc2ccccc12)NCC1CCCO1 (configuration not stated)	0.2	-18%	-17%	-9%	3	0%	6%	8%	i
COc1c(S(=O)(=O)n2nc(C)cc2C)ccc(Cl)c1Cl	-2.8	-22%	-17%	-13%	1	7%	18%	4%	-12%[57.5 µM]
O=c1[nH]cnc2scc(C3COc4ccccc4O3)c12 (configuration not stated)	0.0	8%	-5%	1%	-6	-4%	9%	1%	i
CN(C)CCN(Cc1ccccc1)c1nccc(N(C)C)c1C#N	-2.2	0%	16%	1%	x	-16%	8%	1%	i
CCOC(=O)CC1ON(C)C(=O)N1c1ccc(Cl)cc1Cl (configuration not stated)	-0.4	u	-3%	3%	2	3%	11%	0%	-24%
COc1ccc(NC(C)=O)cc1NC(=O)CSc1nnc(-c2ccccn2)n1C	1.2	-1%	6%	-1%	x	9%	2%	-7%	i
O=C(Nc1cscc1S(=O)(=O)c1ccccc1)c1ccccc1Cl	4.8	u	7%	5%	0	23%	18%	10%	i
O=C(NCc1ccc(Cl)cc1)c1cc(=O)nc2sc(-c3ccccc3)nn12	0.6	-1%	-4%	-5%	x	-3%	9%	4%	i
CCN(c1ccc(OC)cc1)S(=O)(=O)c1nnc(NC(=O)CC(C)C)s1	-2.5	u	-12%	-9%	-6	5%	-1%	-4%	i
Cc1nnc(SCCn2c(N3CCN(C)CC3)nc3c2c(=O)n(C)c(=O)n3C)s1	-3.1	2%	9%	-14%	-12	2%	-8%	1%	i
Cc1ccc(-c2nc(CS(=O)CC(=O)NCc3ccccc3)c(C)o2)cc1 (configuration not stated)	-2.3	u	3%	-18%	1	1%	-5%	-7%	i
C[C@@H]1CN([C@@H](C)CO)C(=O)c2cc(NS(C)(=O)=O)ccc2O[C@@H]1CN(C)S(=O)(=O)c1ccccc1	0.2	18%	-3%	-12%	0	-1%	-1%	2%	-5%
O=C(CCN1C(=O)COc2ccccc21)NCc1ccco1	-0.8	9%	9%	-1%	x	-6%	-2%	5%	-33%[inhibitor][57.5 µM]
COc1cccc(/C(O)=C2/C(=O)C(=O)N(CCN(C)C)C2c2ccccn2)c1 (configuration not stated)	0.1	4%	-2%	3%	-12	-4%	-6%	-5%	-1%[57.5 µM]
O=C(O)C1CCCN1S(=O)(=O)c1ccc2c(c1)CCC2 (configuration not stated)	-1.3	8%	0%	-7%	x	26%	-1%	8%	i
CCOc1cc2c(c3c1C(c1ccccc1)N(S(=O)(=O)c1ccc(C)cc1)C3)C(=O)C=CC2=O (configuration not stated)	-1.0	-31%	-15%	u	-85*	u	8%	-7%	-30%
O=C(COc1ccccc1)NNC(=O)COc1ccc([N+](=O)[O-])cc1	-3.2	6%	4%	-15%	0	-2%	0%	17%	i
O=C(NCCc1ccco1)C(=O)NCCC1CCCCN1S(=O)(=O)c1ccccc1 (configuration not stated)	0.3	u	-6%	-6%	6	10%	-8%	2%	-7%

Some of the entries above, set out differently:
Structure,IL2 activator,GLP1R inv ag,EPAC1 antag,PLK1 PBD block,PI5P4Ka inh,GLP1R cytotox,GLP1R ag,EPAC1 ag,PTHR1 ag
N#CCc1ccc(NC(=O)c2cc(S(=O)(=O)N3CCOCC3)ccc2Cl)cc1,-0.2,-1%,3%,-2%,-8,2%,-1%,-21%,i
Cc1cc(=O)[nH]c(SCCOc2cccc(C(F)(F)F)c2)n1,-1.1,0%,-4%,-7%,x,2%,19%,-11%,-4%[57.5 µM]
COc1ccc(CCNC(=O)CSc2nc(-c3ccc(OC)c(OC)c3)ccc2C#N)cc1,0.7,32%[activator],-25%,9%,6,17%,17%,-1%,i

Profiles as entered above. Screens in order: IL2 activator	GLP1R inv ag	EPAC1 antag	PLK1 PBD block	PI5P4Ka inh	GLP1R cytotox	GLP1R ag	EPAC1 ag	PTHR1 ag
CC(C(=O)NC1CCCCC1)N1CCN(C)CC1 (configuration not stated) in the list: -0.9	4%	-2%	30µM*	-1	1%	-1%	-5%	9%
CCOc1cc2c(c3c1C(c1ccccc1)N(S(=O)(=O)c1ccc(C)cc1)C3)C(=O)C=CC2=O (configuration not stated) in the list: -1.0	-31%	-15%	u	-85*	u	8%	-7%	-30%
CCOC(=O)CC1ON(C)C(=O)N1c1ccc(Cl)cc1Cl (configuration not stated) in the list: -0.4	u	-3%	3%	2	3%	11%	0%	-24%
